Compound activity (PubChem BioAssay)
EPAC2 ag: qHTS for Agonist of cAMP-regulated guanine nucleotide exchange factor 4 (EPAC2): primary screen. Rap guanine nucleotide exchange factor 4 (Homo sapiens), Q8WZA2. EPAC2 activation, biochemical qHTS; response scale: 100% = 6.5 mM cAMP response. Potency, µM (top dose mostly 154 µM), for inactives: at the top dose activation, hits mostly activators. hit rate 0.079% among 360,000; also: potency is read from the fitted curve at half-maximal effect; nearly all actives have a fitted effect of over 50% in size
Target sequence (Q8WZA2 whole entry, looked up): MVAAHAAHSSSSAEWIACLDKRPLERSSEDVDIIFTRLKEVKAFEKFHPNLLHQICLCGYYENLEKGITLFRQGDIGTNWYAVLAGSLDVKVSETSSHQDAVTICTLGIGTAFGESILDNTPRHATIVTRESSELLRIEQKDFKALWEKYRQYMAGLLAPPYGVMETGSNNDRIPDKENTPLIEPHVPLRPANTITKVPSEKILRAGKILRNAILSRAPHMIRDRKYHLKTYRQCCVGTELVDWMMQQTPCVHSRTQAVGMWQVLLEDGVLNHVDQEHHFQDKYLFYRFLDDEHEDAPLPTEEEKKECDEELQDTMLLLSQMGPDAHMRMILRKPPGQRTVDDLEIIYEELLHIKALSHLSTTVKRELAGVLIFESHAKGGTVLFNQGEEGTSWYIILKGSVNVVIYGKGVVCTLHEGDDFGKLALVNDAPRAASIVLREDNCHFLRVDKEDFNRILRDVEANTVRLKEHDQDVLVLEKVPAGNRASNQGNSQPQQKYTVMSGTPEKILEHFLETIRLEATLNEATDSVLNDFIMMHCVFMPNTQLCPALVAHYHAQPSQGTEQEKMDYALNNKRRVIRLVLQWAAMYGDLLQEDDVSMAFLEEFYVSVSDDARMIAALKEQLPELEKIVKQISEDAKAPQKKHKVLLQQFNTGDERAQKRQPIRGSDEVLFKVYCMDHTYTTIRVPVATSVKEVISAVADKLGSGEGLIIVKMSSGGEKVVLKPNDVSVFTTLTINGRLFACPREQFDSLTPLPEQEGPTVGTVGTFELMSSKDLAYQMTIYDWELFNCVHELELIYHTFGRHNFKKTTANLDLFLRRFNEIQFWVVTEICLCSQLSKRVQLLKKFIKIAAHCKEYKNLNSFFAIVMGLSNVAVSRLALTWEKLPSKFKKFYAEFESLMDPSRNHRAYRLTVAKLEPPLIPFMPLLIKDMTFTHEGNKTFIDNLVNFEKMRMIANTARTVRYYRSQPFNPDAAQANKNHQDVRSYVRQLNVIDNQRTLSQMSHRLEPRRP
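qHTS, titration series. 100 nM EPAC2 / 250 nM Rap1B-BODIPY-GDP / 50 uM GDP; RT; ex 480/em 540 nm, 5-min reads to 30 min. Norm. to 6.5 mM cAMP = activation.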
EPAC2 antagonist: qHTS for Antagonist of cAMP-regulated guanine nucleotide exchange factor 2 (EPAC2): primary screen | Rap guanine nucleotide exchange factor 4 (Homo sapiens), Q8WZA2 | EPAC2 GEF exchange of Rap1B-BODIPY-GDP, fluorescence | Potency, µM (top dose mostly 114 µM), for inactives: at the top dose activity, negative = inhibition, actives largely listed as inhibitors | hit rate 0.18% among 360,000; also: potency is read from the fitted curve at half-maximal effect; % is scaled to controls: 0 for no effect and ±100 for the full control effect; nearly all actives have a fitted effect of over 45% in size; many of its hits are not listed in these tables
aSyn rescue: qHTS of alpha-syn Inhibitors | Yeast expressing alpha-synuclein, growth rescue, BacTiter-Glo, 24 h | Potency, µM (top dose mostly 46.1 µM), inactives show at the highest dose growth rescue (activation), usual class: activators | hit rate 0.14% among 370,000 | AID 652106, 2013; also: potency is read from the fitted curve at half-maximal effect; % of control where 0% means no effect; nearly all actives have a fitted effect of over 65% in size
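Galactose-induced alpha-syn yeast (OD600=0.02, raffinose-pregrown) + pinned cpd, 24 hr, 30 deg C; growth by BacTiter-Glo luminescence. Growth restoration scores as activation.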
D3 ag: qHTS of D3 Dopamine Receptor Agonist: qHTS; D(3) dopamine receptor (Homo sapiens), P35462; D3R DiscoveRx beta-arrestin cells, luminescence, 90 min; max activation, %; hit rate 0.58% among 410,000; AID 652048, 2013; in the data active = max activation above about 30%; also: 0% is about no effect; mostly tested at two doses, the higher about 12 µM
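Cells at 1500/well, incubated overnight, then treated with pinned compounds (dopamine as control) for 90 min at 37 degrees C. DiscoveRx reagent added for 30 - 60 minutes at room temperature; luminescence read.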
D3 antag: qHTS of D3 Dopamine Receptor Antagonist: qHTS. D3R cells, DiscoveRx beta-arrestin luminescence, antagonist mode; hits give low values. AID 652054, 2013. D(3) dopamine receptor (Homo sapiens), P35462. max response, negative = inhibition, %. hit rate 2.5% among 360,000; in the data active = max response below about -50%; inconclusive = no clear call, values can overlap the other calls; also: % is scaled to controls: 0 for no effect and ±100 for the full control effect; mostly tested at two doses, the higher about 12 µM
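Cells expressing the human receptor were seeded at 1500 cells/well, incubated overnight at 37 degrees C in 5% CO2, then exposed to library compounds with dopamine controls for 90 minutes at 37 degrees C before luminescent detection.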
Abeta rescue: qHTS for compounds that reverse cellular toxicity of Amyloid beta (A-beta) peptide in yeast: Primary Screen; yeast expressing A-beta42, growth rescue, OD600, 48 h; response scale: 0% DMSO, 100% iron-clioquinol control; Potency, µM (series often up to 46.1 µM), for inactives: at the top dose growth rescue, actives largely listed as activators; hit rate 0.063% among 410,000; also: potency is read from the fitted curve at half-maximal effect; nearly all actives have a fitted effect of over 55% in size
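Yeast A-beta toxicity model in growth medium with pinned compounds, 48 h at 30 C; growth read as absorbance at 600 nm. Normalized to FeCl3/clioquinol equimolar mix (positive) and DMSO (negative).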
FUS suppressor: qHTS for Suppressors of FUS Proteinopathy: Primary screen using FUS-linked yeast assay; hit rate 0.24% among 390,000; Potency, µM (highest dose often 76.6 µM), without a hit: at the top dose growth rescue (activation), usual class: activators; S. cerevisiae FUS-expressing, growth rescue, OD600, 24 h;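 also: potency is read from the fitted curve at half-maximal effect; plate controls were DMSO vehicle for no effect and reference control for full effect; nearly all actives have a fitted effect of over 55% in size; some results filed as inactive show a strong effect at the top dose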
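Toxicity suppression screen in FUS-yeast. Cells induced with 2% galactose, starting OD 0.005, treated 24hr at 30C with compounds at multiple final concentrations; growth by OD600.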
TDP-43 yeast inh: qHTS of TDP-43 Inhibitors; TDP-43 expressing yeast growth rescue, BacTiter-Glo, 24 h; Potency, µM (top dose mostly 46.1 µM), without a hit: at the highest dose growth rescue (activation), most hits filed as activators; hit rate 1.8% among 410,000; also: potency is read from the fitted curve at half-maximal effect; % of control where 0% means no effect; nearly all actives have a fitted effect of over 50% in size
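Growth rescue of TDP-43-toxic yeast measured as ATP luminescence (BacTiter-Glo). Cells grown to mid-log in raffinose, induced in galactose at OD600=0.02, exposed to compound 24 hr at 30 deg C.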
The depositor's hits bear a star; u = inconclusive; x = no result given; [ ] = dose if it differs, or a comment. Unless noted, calls follow the shape of the dose curve; as a rule, active = well fitted curve in the direction sought with a large enough effect; inconclusive = small, poorly fitted or top-dose-only effect, or another doubt; inactive = no such curve, though single readings can be large; an effect the other way counts as inactive or inconclusive. The list is partial. The share of hits here may be higher or lower than overall.

SMILES	EPAC2 ag	EPAC2 antagonist	aSyn rescue	D3 ag	D3 antag	Abeta rescue	FUS suppressor	TDP-43 yeast inh
CN(c1ccc(F)cc1)S(=O)(=O)N1CCCC(C(=O)NCCc2ccccc2)C1 (stereo not given)	x	x	x	3.2	x	-7.0%	-0.9%	0.0%
CCOC(=O)c1ccc(NC(=O)c2cc(C)nc3ccccc23)cc1	7.5%	-2.5%	-0.6%	1.4	4.0	9.4%	-10.0%	9.1%
Cc1noc(C)c1COC(=O)c1ccc2c(c1)OCO2	5.6%	1.0%	2.1%	8.1	15.6	2.3%	-6.9%	7.7%
O=C(Cc1ccccc1)NCCCc1ccccc1	10.6%	1.4%	11.3%	11.1	12.0	13.6%	-13.1%	u
O=C(COc1cccc(C(F)(F)F)c1)NCC(c1ccco1)N1CCCCC1 (stereo not given)	-7.0%	-11.7%	-1.0%	-13.3	-3.8	-1.7%	-5.7%	-0.8%
COC(=O)C(NC(C)=O)(Nc1ccccn1)C(F)(F)F (stereo not given)	4.0%	1.3%	x	-5.3	2.1	4.8%	-16.8%	-5.6%
CC(=O)Nc1cccc(OC(=O)N2CCOCC2)c1	11.0%	-3.1%	-0.3%	-5.8	20.3	8.7%	36.1%	6.8%
COc1ccc(NC(=O)Cn2nnc(-c3ccccc3NC(=O)c3ccco3)n2)cc1	2.4%	-3.9%	-4.8%	4.1	64.3	-6.3%	7.8%	-14.9%
CCn1c(CNC(=O)C23CC4CC(CC(C4)C2)C3)nnc1SCC(=O)Nc1ccc(C)cc1	x	x	x	-3.6	x	-3.4%	43.1%	6.3%
Cc1ccn2cc(-c3cccc([N+](=O)[O-])c3)nc2c1	12.0%	5.3%	-5.2%	-8.3	-21.7	-17.2%	9.5%	-13.8%
CCc1nc2ccc(C(=O)NCCN3CCOCC3)cn2c1N(CC)CCOC	5.7%	2.7%	7.3%	5.0	-2.9	u	-11.3%	15.4%
N#Cc1c(-c2cccs2)cc(C2CC2)nc1SCC(N)=O	-5.2%	3.9%	1.0%	7.4	3.1	1.1%	10.6%	13.2%
O=C(NCCCN1CCN(c2ccccc2F)CC1)C1CCC(=O)N1C1CCCCC1 (stereo not given)	-4.6%	16.8%	1.0%	-25.7	-78.0*	-8.6%	-2.6%	-18.1%
COc1cccc(-c2cnc3c(NC(C)=O)cc(-c4ccc(C(=O)N5CCOCC5)cc4)cn23)c1	14.1%	8.1%	3.5%	4.1	35.9	4.0%	37.7%	29.6%
CCOc1ccc(/C=C2\CCc3ccccc3C2=O)cc1	10.3%	-6.2%	-5.5%	-11.9	u	-9.3%	-5.1%	-8.8%
COc1ccc(/C=N/NC(=O)c2cccc(COCC(F)(F)C(F)F)c2)cc1	12.1%	-7.7%	-10.3%	-16.7	-17.3	-2.4%	x	-18.3%
O=C(C1COc2ccccc2O1)N1CCN(c2nc3c(F)cccc3s2)CC1 (stereo not given)	x	x	x	9.5	x	12.6µM*	44.1%	10µM*
CC(C)(C)OC(=O)NCc1ccc(NC(=O)c2nc[nH]c2C(=O)NCCN(CCNC(=O)c2[nH]cnc2C(=O)Nc2ccc(CNC(=O)OC(C)(C)C)cc2)CCNC(=O)c2[nH]cnc2C(=O)Nc2ccc(CNC(=O)OC(C)(C)C)cc2)cc1	-12.9%	-23.8%	-1.2%	0.6	-0.2	9.2%	8.91µM*	19.0%
Cc1cc(=O)[nH]c(NNC(=O)c2ccc(Cl)cc2)n1	-1.9%	-16.2%	6.8%	1.0	27.0	-5.2%	-0.8%	20.7%
Cc1cc(C(=O)OCC(=O)Nc2ccccc2C)c(C)o1	1.8%	3.2%	-6.7%	0.7	-14.4	4.5%	x	u
C=CCn1c(Cc2c[nH]c3ccccc23)nnc1SCC(=O)NCc1ccccc1	0.0%	-14.2%	x	-2.3	u	4.0%	12.8%	2.5%
COc1ccc(CCNC(=O)CCc2c(C)nc3nc(C)nn3c2C)cc1OC	x	x	x	5.7	x	-6.6%	-25.0%	2.6%
CCCS(=O)(=O)NC(=O)C1(C)CCN(C(=O)c2ccc(C#N)cc2)C1 (stereo not given)	5.2%	-18.1%	6.6%	-6.0	-12.0	-10.7%	-2.2%	9.6%
COc1ccc(-n2c(N)cc(=O)[nH]c2=O)cc1	8.0%	-1.4%	-5.8%	8.8	5.6	-4.5%	-5.2%	-11.8%
CC(=O)NS(=O)(=O)c1ccc(NC(=O)/C=C/c2ccccc2)cc1	5.5%	-2.2%	5.6%	8.6	9.4	2.3%	-20.2%	9.4%
COc1ccc(NC(=O)C2C3CCC(C3)C2C(=O)O)cc1OC (stereo not given)	2.8%	8.8%	-6.2%	0.6	3.7	-2.9%	14.1%	5.2%
O=C(CC1C=Cc2ccccc2N1C(=O)c1ccccc1)c1ccccc1 (stereo not given)	11.6%	u	18.6%	-0.2	13.7	-8.6%	u	28.9%
O=C(CN1CCN(c2ccccc2)CC1)Nc1ccc2c(c1)OCCO2	10.1%	-2.9%	-1.1%	2.8	1.4	29.3%	6.1%	16.2%
CC(=O)N1c2ccc(S(=O)(=O)NCC3CCC(C(=O)N4CC(C)CC(C)C4)CC3)cc2CC1C (stereo not given)	5.7%	-21.7%	-11.4%	0.2	-11.0	-9.8%	40.1%	-10.1%
O=C(C1CCN(S(=O)(=O)N2CCC3(CC2)OCCO3)CC1)N1CCc2ccccc2C1	4.5%	15.8%	0.3%	1.7	6.1	7.4%	x	-27.8%

Some of the entries so far, as a markdown table:
| canonical_smiles | EPAC2 ag | EPAC2 antagonist | aSyn rescue | D3 ag | D3 antag | Abeta rescue | FUS suppressor | TDP-43 yeast inh |
| --- | --- | --- | --- | --- | --- | --- | --- | --- |
| COc1ccc(/C=N/NC(=O)c2cccc(COCC(F)(F)C(F)F)c2)cc1 | 12.1% | -7.7% | -10.3% | -16.7 | -17.3 | -2.4% | x | -18.3% |
| O=C(C1COc2ccccc2O1)N1CCN(c2nc3c(F)cccc3s2)CC1 (stereo not given) | x | x | x | 9.5 | x | 12.6µM* | 44.1% | 10µM* |
| CC(C)(C)OC(=O)NCc1ccc(NC(=O)c2nc[nH]c2C(=O)NCCN(CCNC(=O)c2[nH]cnc2C(=O)Nc2ccc(CNC(=O)OC(C)(C)C)cc2)CCNC(=O)c2[nH]cnc2C(=O)Nc2ccc(CNC(=O)OC(C)(C)C)cc2)cc1 | -12.9% | -23.8% | -1.2% | 0.6 | -0.2 | 9.2% | 8.91µM* | 19.0% |
| Cc1cc(=O)[nH]c(NNC(=O)c2ccc(Cl)cc2)n1 | -1.9% | -16.2% | 6.8% | 1.0 | 27.0 | -5.2% | -0.8% | 20.7% |
| Cc1cc(C(=O)OCC(=O)Nc2ccccc2C)c(C)o1 | 1.8% | 3.2% | -6.7% | 0.7 | -14.4 | 4.5% | x | u |

The list goes on.
SMILES	EPAC2 ag	EPAC2 antagonist	aSyn rescue	D3 ag	D3 antag	Abeta rescue	FUS suppressor	TDP-43 yeast inh
O=C(c1cc(COc2ccc(F)cc2Cl)on1)N1CCCCCC1	-2.6%	-10.8%	0.0%	-3.2	-8.7	-16.2%	6.1%	u
O=[N+]([O-])c1cccnc1NCCc1c[nH]c2ccccc12	0.3%	1.4%	6.9%	0.8	-10.2	12.5%	-26.0%	27.4%
COc1ccc(Br)cc1C1NC(=O)c2c(sc3c2CCN(C)C3)N1 (stereo not given)	-9.8%	-1.6%	0.0%	-3.3	15.7	1.6%	8.8%	5.5%
Cc1ccc(N2C(=O)N(CC(=O)NCc3ccccc3Cl)C(=O)C2C)cc1 (stereo not given)	4.7%	-9.5%	6.9%	-12.3	5.7	25.5%	-1.8%	-3.1%
CN1CCN(CCCC(=O)c2ccc(F)cc2)CC1	-1.0%	4.4%	x	-6.3	-59.9*	-3.2%	9.5%	5.2%
CCS(=O)(=O)c1ccc2oc(SCC(=O)NCCC3=CCCCC3)nc2c1	0.0%	-6.9%	10.6%	10.9	-51.0*	32.4%	-5.2%	15.6%
CCn1cc(C(=O)NC2CCCCC2)c(=O)c2cc(S(=O)(=O)N(C)C)ccc21	4.1%	-7.0%	-9.3%	2.2	3.7	-8.2%	3.3%	2.4%
Cc1cc(C(=O)Cn2cc(C(F)(F)F)ccc2=O)c(C)n1-c1ccccc1	-6.3%	-1.1%	0.9%	4.5	-13.9	-4.3%	x	-8.8%
Cc1cc(C)c(Cn2c(CCNC(=O)c3ccco3)nc3ccccc32)c(C)c1	x	x	x	-0.1	x	0.6%	39.1%	22.1%
Cc1cc(C)n(CCNC(=O)C2CCC(=O)N(CC3CCCCC3)C2)n1 (stereo not given)	4.5%	-3.1%	3.2%	2.6	0.7	-2.3%	-0.9%	-2.5%
COc1cc(OC)c2c(-c3ccccc3)cc(=O)oc2c1C(CCN1CCCCC1)c1ccc(N(C)C)cc1 (stereo not given)	8.0%	-6.7%	-0.7%	-7.3	-27.5	-3.1%	20.8%	-1.2%
CN(C)C(=O)Cn1cc(S(=O)(=O)Cc2ccccc2)c2ccccc21	4.2%	-16.7%	1.1%	-2.4	-13.1	-1.2%	-9.9%	-12.9%
CCN(CC)C(=O)COc1ccc(/C(C)=N/NC(=O)c2ccccc2Br)cc1	-3.3%	-6.8%	-6.2%	-3.9	-21.8	-0.9%	-30.4%	-17.5%
Cc1cccc(C)c1NC(=O)C(=O)c1cn(C)c2ccccc12	1.5%	8.9%	7.0%	11.4	0.0	5.5%	6.7%	x
CC1=Nc2cc(C(=O)NCC3CCCO3)ccc2Sc2ccc(Br)cc21 (stereo not given)	16.1%	-19.0%	u	-3.6	0.2	-22.1%	39.2%	30.0%
Cc1ccc2cc(CCl)c(Cl)nc2c1	4.8%	5.3%	8.0%	-4.7	3.0	-28.0%	14.0%	-34.4%[inhibitor]
O=C(NCC1CCCO1)c1cc(S(=O)(=O)N2CCCC2)c(Cl)cc1Cl (stereo not given)	-2.6%	7.5%	-7.0%	5.8	8.5	-7.8%	6.5%	-9.5%
Cc1cc(C)cc(-n2ccn3c(CC(C)(C)CC(=O)O)nnc3c2=O)c1	x	x	x	12.0	x	-2.0%	-18.2%	29.7%
